# bCat nuc transl: modulators of beta-catenin nuclear translocation; AID 1665; nuclear translocation activity, % at 5 µM; actives 0.3% (n = 190,000); HeLa beta-catenin nuclear translocation, immunofluorescence imaging;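 active = nuclear translocation activity above 50% at 5 µM, with a well cell count of 50 or more; inconclusive = wells under 50 cells across six images, flagged as toxic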;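 also: per-cell ratio of nuclear to cytoplasmic median beta-catenin stain intensity; plate controls were DMSO negative control for no effect and GSK-3 inhibitor IX positive control for full effect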
#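 assay system = human HeLa cells, endogenous beta-catenin | times = compound treatment 24 h, 37°C, 5% CO2 | detection = Anti-beta-catenin immunofluorescence on PFA-fixed, Triton-permeabilized cells, DAPI nuclei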
# Autophagy HCS: modulators of autophagy; MEF GFP-LC3 puncta imaging; test concentration mostly 10 µM; calls only at 10 µM (by protocol); actives 0.98% (n = 190,000); AID 463193;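 active = percentage of spot-positive cells more than 3 SD above its plate mean, without a fluorescence outlier flag or 80% toxicity; inconclusive = no clear call, values can overlap the other calls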;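 also: spot-positive cell cutoff set from DMSO-treated cells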
# Yfh1-off respiration: enhancers of respiration in Yfh1-depleted yeast, dose response, Friedreich's ataxia, plus single-dose screen (AID 1465); S. cerevisiae Yfh1-off respiration, WST-1 reduction, 72 h; higher fold induction means a stronger effect; fold induction at 50 µM; hits with a dose series show EC50 in µM; actives 0.074% (n = 220,000);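 active = fold induction of absorbance versus untreated yeast above a set limit, then at least 30% activation at any dose in follow-up; inconclusive = repeats straddling the limit, or above it without dose testing; inactive = fold induction below the set limit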;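 also: activators that raise dye reduction in frataxin-depleted yeast; strong numbers were not always called active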
# Dynein transport: blocks dynein driven cargo transport along microtubules; 3617.4 mouse cells, GR-EGFP nuclear translocation imaging; test concentration mostly 20 µM; stimulated with dexamethasone, 1 µM; stronger effect = lower value; z-score, hits read low; actives 0.47% (n = 220,000);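 active = plate z-score of nuclear minus cytoplasmic receptor signal below a set negative limit, without overly bright fluorescence or cell loss, cut at about -3.5 in these data, passing the limit was not always enough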;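 also: z-score of nuclear minus cytoplasmic ring GR-EGFP intensity difference per well; some compounds called inactive have numbers as strong as hits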
#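 medium = tetracycline-free induction medium containing charcoal-stripped FBS | also added = 1.0 µM final dexamethasone stimulus | schedule = 48 h induction, 1 h compound, 30 min dex at 37 °C | technique = fixed, Hoechst-stained cells imaged at 10x for EGFP | measure = GR-EGFP nuclear translocation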
# Insulin prom up: MIN6 insulin promoter up-regulation | MIN6 insulin promoter-GFP reporter, high-content imaging; stronger effect = higher value | z-score at 5 µM | actives 0.3% (n = 190,000);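 active = z-score above 3 at 5 µM with at least 500 cells counted in the well; inconclusive = wells under 500 cells, flagged as cytotoxic or low count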
# NOD1 NF-kB reporter: NOD1 signaling inhibitors, primary screen, cell-based, luminescence, uHTS (AID 1578); NOD1-driven NF-kB luciferase reporter cells, luminescence; higher % means a stronger effect; inhibition, % at 4 µM, or EC50 in µM where a hit was titrated; actives 1% (n = 290,000); in the data active = inhibition mostly above about 36%, no sharp cut-off; inactive = mostly below about 34%;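 also: HEK-293T reporter cells stimulated with the NOD1 agonist gamma-tri-DAP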
# P. falciparum M17LAP: P. falciparum M17LAP inhibitors, primary screen, biochemical, fluorogenic H-Leu-NHMec substrate, 1536-well (AID 1619). actives 0.38% (n = 220,000). one-dose inhibition, % at 30 µM; IC50 in µM for titrated hits. recombinant M17LAP, H-Leu-NHMec fluorogenic kinetic assay; higher % means a stronger effect;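 active = compound inhibiting the enzyme by more than half at any dose during confirmatory dose-response retesting; inconclusive = strong single-dose inhibitors picked by rank but not retested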;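 also: plate controls were full reaction with DMSO carrier for no effect and no enzyme background for full effect; strong numbers were not always called active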
# NOD2 inhibition: NOD2 signaling inhibitors, cell-based, luminescence, uHTS, HEK293 (AID 1566); inhibition, % at 4 µM; hits with a dose series show EC50 in µM; actives 0.63% (n = 290,000); HEK293 NOD2/NF-kB luciferase reporter, luminescence; higher % means a stronger effect; in the data active = inhibition above about 50%; also: many of its hits are not listed in these tables
# MT stabilizer: stabilizes microtubules in HeLa cells; HeLa tubulin immunostaining HCS, 24 h; share of cells brighter than vehicle mean+2SD; % tubulin-high responders, % at 10 µM; actives 0.83% (n = 200,000); AID 2205;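 active = plate Z-score above 3 for both tubulin-high and condensed-nucleus cell shares, with cell loss under 80%, at 10 µM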;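 also: anti alpha tubulin signal scored within the nucleus-defined area of each cell; some results filed as inactive read as strong as hits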
# Dynein transport cytoplasmic EGFP: recorded beside Dynein transport, whose call it bears; z-score; measured here: cytoplasmic GR-EGFP intensity; stronger effect = higher value
# Dynein transport nuclear GR-EGFP: recorded beside Dynein transport, whose call it bears; z-score; measured here: nuclear GR-EGFP intensity;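 lower value marks the stronger effect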
# Dynein transport cell count: recorded beside Dynein transport, whose call it bears; z-score; measured here: cell count per field
# Insulin prom up cell count: also measured in Insulin prom up; calls as there; cell count; measured here: cytotoxicity, nuclei count;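 total cells summed across four imaged fields per well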
# bCat nuc transl cell count 5 µM: second read-out of bCat nuc transl, no call of its own (marks repeat the call); cell count; measured here: cell count, cytotoxicity flag
# MT stabilizer Hoechst-high %: also measured in MT stabilizer; calls as there; % Hoechst-high responders; measured here: nuclear condensation Hoechst responders;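 share of cells brighter than vehicle mean plus two SD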
# MT stabilizer cytotoxicity %: recorded beside MT stabilizer, whose call it bears; toxicity, %; measured here: cytotoxicity by cell density;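 0% = mean cell density of plate MIN control wells and 100% = no cells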
# Autophagy HCS cell loss 18 h: also measured in Autophagy HCS; calls as there; toxicity, %; measured here: cell loss, nuclei count;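 cell loss after 18 h compound exposure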
# The depositor's hits bear a star; i = inactive; ? = inconclusive; nt = not tested or not shown.
SMILES,bCat nuc transl,bCat nuc transl cell count 5 µM,Autophagy HCS,Autophagy HCS cell loss 18 h,Yfh1-off respiration,Dynein transport,Dynein transport cytoplasmic EGFP,Dynein transport nuclear GR-EGFP,Dynein transport cell count,Insulin prom up,Insulin prom up cell count,NOD1 NF-kB reporter,P. falciparum M17LAP,NOD2 inhibition,MT stabilizer,MT stabilizer Hoechst-high %,MT stabilizer cytotoxicity %
CSc1nc(-c2ccco2)nn1S(C)(=O)=O,-3.8,1243,i,-9,i,-0.53,-0.12,-0.17,1.2,-0.05,1146,-14%,-6%,19%,3.0,2.5,22
C[N+](C)(C)CCOP(=O)([O-])OC[C@H](O)CO,0.7,539,i,18,i,-0.74,-0.27,0.18,0.044,nt,nt,-9%,13%,18%,2.0,2.7,11
Cc1c(N2C(=O)C(=O)/C(=C(/O)c3ccc(Br)cc3)C2c2cccnc2)c(=O)n(-c2ccccc2)n1C (stereo not given),-0.9,1077,i,4,i,0.13,-0.087,0.7,-1.3,-0.2,1074,2%,44%,18%,0.9,2.2,2.2
COc1ccc(-c2[nH]ncc2C=O)cc1,-1.6,996,i,-50,i,-1.1,0.0026,-0.81,1.2,-0.23,2228,17%,18%,6%,2.8,2.0,9.4
C/C(=N\NC(N)=S)c1ccncc1,1.0,1253,nt,nt,i,-0.68,-0.19,-0.012,0.34,-0.21,939,1%,5%,20%,nt,nt,nt
CC1(C)CC(=O)C2=C(C1)N(c1ccccc1)C(N)=C(C#N)C2c1cccnc1 (stereo not given),-2.4,1400,i,-4,nt,1.8,-0.19,1,-0.8,0.13,1608,13%,11%,6%,4.5,2.5,23
Oc1ccccc1-c1nnc(COc2ccc(Cl)cc2Cl)o1,-0.5,1088,nt,nt,i,0.84,0.017,0.9,-1.2,-0.25,1710,-28%,-21%,-25%,4.5,1.5,6.1
CCN(CC)S(=O)(=O)c1cccc(NC(=O)c2ccc(SC)cc2OC)c1,0.6,967,i,-11,i,-0.23,-0.25,0.41,0.51,-1.1,1528,-5%,-3%,44%,4.5,3.3,6.0
CCCc1cc(=O)[nH]c(-n2[nH]c3c(c2=O)CCCC3)n1,nt,nt,i,31,nt,-0.066,-0.22,-0.2,0.3,nt,nt,22%,27%,25%,4.2,1.5,2.9
CC(C)CC(NC(=O)c1ccccc1)C(=O)OCC(=O)Nc1ccc(Br)cn1 (stereo not given),-0.3,1034,i,-21,i,1.9,-0.2,0.63,-1.6,0.09,1650,-12%,6%,6%,4.3,2.2,5.3
CN(C)S(=O)(=O)c1ccc(NC(=O)CSc2n[nH]c(=O)n2C2CC2)cc1,-1.5,1099,i,5,i,0.071,-0.25,0.048,0.24,-0.09,1239,-38%,11%,7%,1.4,2.1,4.6
CC(C)(C)OC(=O)NCCCC[C@H](NC(=O)c1nc[nH]c1C(=O)NCc1ccccc1)C(=O)OC(C)(C)C,0.6,1092,i,-11,i,0.65,-0.25,0.62,-0.36,0.94,1474,-16%,-5%,12%,0.8,0.8,9.9
N#Cc1nc(Cc2cccc3ccccc23)oc1NCC1CCCO1 (stereo not given),1.5,1086,i,13,i,1.5,-0.27,0.19,-0.37,-0.31,957,-3%,3%,8%,3.3,3.7,8.3
CCCCC(=O)Nc1ccccc1CC,0.3,1375,nt,nt,i,0.24,-0.2,0.55,0.57,-0.18,1031,9%,11%,15%,nt,nt,nt
CCc1cccc(CC)c1NC(=O)C1SC(=Nc2ccccc2C)C(c2nc3ccccc3s2)=C1N (stereo not given),-1.1,1222,i,-9,nt,-0.99,-0.23,-0.39,0.54,-1.2,886,29%,-5%,-3%,4.1,3.9,9.7
COCCCC1CCN(C(=O)CCc2nnc(CCCCc3ccccc3)o2)CC1,0.1,865,i,7,i,-0.52,-0.12,0.032,0.61,nt,nt,-13%,8%,10%,3.5,1.7,5.6
O=C(O)CCCN1C(=O)/C(=C/c2ccc(-c3nc4ccccc4s3)o2)SC1=S,-0.8,1110,i,-27,nt,0.35,-0.15,0.049,-0.46,0.77,1865,6%,42%,17%,3.6,1.7,6.0
O=C(Nc1ccc(F)cc1)Nc1ccc(Oc2ncnc3cc(Cl)ccc23)nc1,-0.2,1308,nt,nt,i,-0.31,-0.28,0.72,-0.042,0.24,1070,-5%,6%,6%,nt,nt,nt
O=C(CN(C1CCCCC1)S(=O)(=O)c1ccc(F)cc1)NCCCO,-0.2,726,i,47,i,0.23,-0.3,0.49,-0.39,1.1,1577,-12%,-4%,-1%,4.0,2.1,13
CCOC(=O)c1nnn(-c2nonc2N)c1CSc1nnc(N)s1,-2.2,1138,i,3,i,0.12,-0.28,-0.16,-0.1,-0.2,1387,-30%,-3%,10%,2.3,1.7,11
O=CN1CCN(C(=S)Nc2ccc(OC(F)F)cc2)CC1,1.6,1278,nt,nt,i,-0.65,0.22,-0.23,0.16,-0.74,1021,-5%,-3%,5%,nt,nt,nt
c1ccc2[nH]c(CN3CCOCC3)nc2c1,3.8,1062,i,23,i,-0.28,-0.19,0.15,0.4,0.76,939,11%,12%,2%,1.5,1.2,5.1
CC1(C)CC(=O)C(Sc2nnc(-c3ccc(NS(C)(=O)=O)cc3)n2Cc2ccco2)C(=O)C1,-1.4,1375,i,-13,i,-0.15,-0.33,0.23,0.31,0.17,1541,-12%,?,14%,3.6,3.0,8.1
COc1ccc(-c2cnc(N)nc2-c2ccc(OCc3ccccc3)cc2O)cc1,-4.4,1224,nt,nt,i,0.069,-0.32,-0.38,1,-0.64,1474,-1%,0%,-4%,nt,nt,nt
CN(CC(=O)NCc1ccccn1)S(=O)(=O)c1ccccc1,-1.1,1504,i,1,i,-0.85,-0.23,-1.2,0.88,2.4,1186,nt,0%,10%,1.7,1.7,9.3
COc1ccc(C(=O)OCC(=O)Nc2cc(C)on2)cc1S(=O)(=O)N1CCOCC1,-3.5,1033,i,8,i,-1.1,-0.24,-0.73,0.16,0.32,1550,-7%,-5%,14%,3.8,2.3,9.4
Cc1ccc(NC(=O)Cc2ccccc2Cl)cc1S(=O)(=O)N(C)C,0.0,1103,i,9,i,0.1,-0.27,-0.09,0.18,-0.62,1479,-8%,-9%,12%,3.7,2.7,2.8
Cc1cccc(C)c1NC(=S)N1CCOCC1,0.4,1279,nt,nt,i,0.31,-0.28,0.094,0.31,0.29,1092,-1%,-1%,15%,nt,nt,nt
CCCCNC(=O)CCCCCn1c(=O)[nH]c2cc(C(=O)OC)ccc2c1=O,-3.3,1057,i,1,i,0.33,-0.086,0.47,-1.7,0.54,1179,-5%,-2%,7%,2.2,1.4,3.9
O=c1cc(-c2ccc(Cl)cc2)[nH]c2ccccc12,1.5,1096,nt,nt,i,0.46,-0.22,0.22,-0.47,-0.14,1133,-5%,19%,-5%,nt,nt,nt
Cc1ccc(C)c(S(=O)(=O)NCc2ccc(C(=O)NCc3ccco3)cc2)c1,-2.1,1143,i,-6,i,1.1,-0.18,1.1,-1.7,nt,nt,-25%,22%,4%,4.5,2.6,5.2
CNC(=S)N(Cc1ccco1)Cc1cc2cc(OC)c(OC)cc2[nH]c1=O,1.5,1045,i,-3,i,-0.53,-0.27,0.098,0.34,-0.17,1313,-7%,-25%,28%,6.2,2.4,2.2
Cc1nn(C)cc1CNC(=O)c1cnn2c1NC(c1ccc(Br)cc1)CC2C(F)(F)F (stereo not given),-1.8,1156,i,-8,i,-0.85,-0.23,0.25,1.1,0.09,1100,-8%,-1%,-32%,6.2,1.7,4.7
Cn1c(=O)c2c(ncn2CC(O)CO)n(C)c1=O (stereo not given),-1.3,563,i,18,i,0.19,-0.25,0.29,0.68,nt,nt,-22%,-1%,9%,2.1,2.2,6.2
Cc1cnnn1-c1cccc([N+](=O)[O-])c1,-3.0,1117,i,5,i,-0.63,-0.32,-0.35,0.59,0.11,1286,14%,-7%,-9%,4.4,1.7,4.9
CN(CC(=O)Nc1ccc(C#N)cc1)Cc1ccc(Cl)c(Cl)c1,-1.9,1397,i,-22,i,-0.62,-0.18,0.36,-0.27,-0.09,1497,8%,7%,3%,1.9,1.6,12
COc1cccc(C(=O)Nc2cc(=O)n(C)c(=O)n2C)c1OC,-0.6,1194,i,-38,i,0.86,0.35,0.66,-1.1,1.4,935,1%,0%,5%,2.8,1.9,8.5
Cc1nc(=O)c(-c2ccccc2)c(C)n1-c1ccc(C(=O)O)cc1,0.4,1008,i,8,i,-0.43,-0.32,-0.1,0.27,0.65,1385,-10%,11%,-12%,5.5,3.0,5.4
O=C(Nc1ccccc1Br)c1ccc(OC(=S)N2CCOCC2)cc1,-0.8,1582,i,24,i,-0.28,-0.25,-0.11,0.72,-0.29,1595,-64%,0%,-69%,3.5,3.4,6.8
COc1cccc(NC(=O)CSc2nnc(-c3cc(C)n(-c4ccccc4)c3C)o2)c1,1.4,1347,i,-2,i,2.1,-0.18,0.44,-0.98,-0.13,1664,2%,5%,-89%,3.1,1.5,1.2

# Bioassay records from PubChem BioAssay.

# An excerpt (hit frequency here may not be typical).
